High-throughput results from PubChem.
aDG glyco up = increases alpha dystroglycan glycosylation; activation, % at 10 µM; Pro5-aDG cells, alpha-DG glycosylation AlphaScreen (IIH6); 0% Pro5, 100% B10-LARGE cell signal; 0.22% of 360,000 active;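 active = activation of at least 8% versus controls, or a plate z-score of at least 8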;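 note: Pro5 are CHO cells carrying HIG-tagged alpha-DG that lacks glycosylation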
m5-HT2A agonist = mouse HTR2A agonism via beta-arrestin recruitment. AID 624169. P35363. 0.66% of 360,000 active. activation, % at 7.6 µM. CHO-K1 mHTR2A beta-arrestin complementation, luminescence; percent of 30 µM serotonin response;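 active = activation above a run cutoff, the mean activation of all tested compounds plus 3 SD, cut at about 14% in these data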;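 note: 0% = plate median of compound wells and 100% = 30 µM serotonin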
ABCB6 inh MLPCN = human ABCB6 transporter inhibition | 0.19% of 360,000 active | K562-ABCB6 porphyrin accumulation, flow cytometry, 1 h; stronger effect = lower value | fluorescence ratio to DMSO, % at 10 µM | Q9NP58;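 active = fluorescence ratio to DMSO below 75%, the collection mean minus 3 SD; inconclusive = too few cells collected in the well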;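 note: signal is porphyrin accumulated inside mitochondria; 100% equals median channel fluorescence of DMSO control wells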
hiPSC survival = enhancers of human iPSC single-cell survival; hiPSC single-cell survival, ATPlite luminescence; 100% = ROCK inhibitor wells, 0% = DMSO; survival enhancement, % at 20 µM; 0.044% of 360,000 active; in the data active = survival enhancement above about 18%;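 note: cells exposed to compounds for 16 hours before the ATP read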
MC4R barr agon = human MC4R agonism via beta-arrestin. P32245. U2OS MC4R beta-arrestin complementation, luminescence; percent of melanotan II response, DMSO zero. activation, % at 8.9 µM. 0.98% of 360,000 active;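 active = activation above a per-plate cutoff, the mean activation of sample wells on that plate plus 3 SD, cut at about 8% in these data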
Glyco luc inh = blocks N-linked glycosylation in D54 reporter cells; 0.23% of 360,000 active; reporter increase, % at 12.5 µM; D54 ERlucT glycosylation luciferase reporter, 24 h; percent of 100 nM tunicamycin response; AID 588692;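 active = mean luciferase reporter signal, scaled so untreated is 0 and the glycosylation-blocking control 100, at or above a set limit in every replicate; inconclusive = mean reaches the limit but not every replicate does; inactive = mean below the limit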;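 note: luciferase carries N-glycosylation sites so blocking glycosylation raises the light; 0% = median of neutral control wells and 100% = median of 100 nM tunicamycin wells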
Exocytosis inh = blocks lytic granule exocytosis; TALL-104 LAMP-1 surface exposure, flow cytometry; cells stimulated with thapsigargin and PMA; inhibition, % at 10 µM; 0.66% of 360,000 active; AID 651702;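 active = inhibition above about 55%, limit read from the data; inconclusive = no clear call, values can overlap the other calls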
MC4R antag cAMP = blocks human MC4R cAMP signaling | AID 540295 | 0.48% of 360,000 active | MC4R-expressing cells, MTII-stimulated cAMP, LANCE TR-FRET | P32245 | inhibition, % at 6.5 µM;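 active = inhibition above its plate's cutoff, the mean of tested wells on that plate plus 3 SD, cut at about 29% in these data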;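 note: 0% = Melanotan II alone and 100% = Melanotan II plus saturating MCL0020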
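Material: human MC4R-expressing U2OS cells. Probe or stimulus: Melanotan II challenge. Dosing: 6.5 µM single dose. Times: 30-min compound, 1-h challenge, 1-h detection, room temperature. Technique: TR-FRET with Eu-cAMP and labeled anti-cAMP, 671 nm. Replication: singlicate.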
Cardio protect = modulators protecting cardiomyocytes from myocardial damage | H9c2 cardiomyocytes, H2O2 injury protection, ATPLite, 2 h | protection from H2O2 cell death, % at 20 µM | 0.63% of 360,000 active | AID 588492;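 active = compounds giving at least 50% protection of heart cells from peroxide-induced death in the single-dose screen, raw or plate-pattern-corrected value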;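 note: 0% = DMSO wells with peroxide and 100% = DMSO wells without peroxide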
ABHD5-PLIN5 inh = inhibitors of human ABHD5-perilipin-5 interaction; Split G. princeps luciferase complementation, luminescence, 4 h; 0.78% of 360,000 active; inhibition, % at 4 µM; Q00G26+Q8WTS1;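 active = inhibition above the mean inhibition across every tested compound plus 3 SD, cut at about 22% in these data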;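 note: 0% = DMSO only wells and the 100% control is not disclosed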
Target sequence (Q00G26 whole entry, looked up): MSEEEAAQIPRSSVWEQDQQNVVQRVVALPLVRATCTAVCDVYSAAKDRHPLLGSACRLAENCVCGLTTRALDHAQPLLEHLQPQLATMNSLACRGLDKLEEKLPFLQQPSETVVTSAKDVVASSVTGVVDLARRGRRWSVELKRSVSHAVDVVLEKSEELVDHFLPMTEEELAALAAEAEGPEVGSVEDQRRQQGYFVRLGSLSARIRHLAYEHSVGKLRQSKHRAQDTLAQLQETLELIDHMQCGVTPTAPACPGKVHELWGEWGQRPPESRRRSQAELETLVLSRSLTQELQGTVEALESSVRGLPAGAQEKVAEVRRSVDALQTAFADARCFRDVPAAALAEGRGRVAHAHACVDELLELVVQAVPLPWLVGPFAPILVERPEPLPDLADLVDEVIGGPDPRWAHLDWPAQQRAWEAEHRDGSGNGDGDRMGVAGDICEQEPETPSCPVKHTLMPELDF
Target sequence (Q8WTS1 whole entry, looked up): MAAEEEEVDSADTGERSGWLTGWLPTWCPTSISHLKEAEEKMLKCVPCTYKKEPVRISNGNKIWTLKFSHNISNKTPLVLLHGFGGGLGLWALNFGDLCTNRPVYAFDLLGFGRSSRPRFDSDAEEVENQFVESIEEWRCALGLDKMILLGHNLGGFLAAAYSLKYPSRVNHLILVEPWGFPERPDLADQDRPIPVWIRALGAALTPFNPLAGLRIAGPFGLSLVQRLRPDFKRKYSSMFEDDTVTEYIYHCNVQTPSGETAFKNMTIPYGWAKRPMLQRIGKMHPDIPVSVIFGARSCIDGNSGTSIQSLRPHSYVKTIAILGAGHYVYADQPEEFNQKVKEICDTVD
* hit, by the source's call; ? = inconclusive; . = no result given. Rows are unselected. Share with any hit: about 4.5%.

SMILES | aDG glyco up | m5-HT2A agonist | ABCB6 inh MLPCN | hiPSC survival | MC4R barr agon | Glyco luc inh | Exocytosis inh | MC4R antag cAMP | Cardio protect | ABHD5-PLIN5 inh
Cc1ccc(NC(=O)C(C)c2ccc(-c3ccccc3)c(F)c2)cc1 (stereo not drawn) | 1.3 | -6 | 93 | -2.0 | 3.1 | -3 | 0 | 2 | -40 | -4
O=C(Nc1ccccc1)C(Cc1ccccc1)c1ccccc1 (stereo not drawn) | 0.3 | 1 | 100 | 0.9 | 0.8 | -2 | 0 | 4 | 3 | -15
CCOc1nc(NC2CCCCC2)nc(NC(C)(C)C)n1 | -0.2 | 2 | 95 | 8.2 | 2.3 | 0 | -3 | -3 | -6 | -1
COc1cccc(CN2CC(C(=O)NCCCc3ccncc3)CCC2=O)c1 (stereo not drawn) | 0.0 | 6 | 102 | 0.4 | -2.8 | 1 | 0 | 0 | 4 | -6
CC1(C)CC2(CC(c3ccccc3F)c3cc(Cl)c(O)cc3O2)NC(=S)N1 (stereo not drawn) | 0.2 | 1 | 84 | -1.8 | 0.2 | 0 | 0 | 16 | 12 | -4
Cc1ccc2nc(-c3ccccc3)c(Cc3ccccc3C(F)(F)F)n2c1 | -0.4 | -4 | 103 | -3.1 | . | -4 | -7 | . | -4 | -15
CCSc1nc2ccccc2n1CCOc1ccccc1 | 0.2 | -9 | 95 | -2.0 | -2.4 | -4 | 14 | -3 | 0 | -4
CCOc1ccc(C)cc1S(=O)(=O)NC1CCCCC1 | -0.1 | -1 | 94 | -3.8 | -0.2 | 0 | 0 | 13 | 2 | 0
O=C(NC(Cc1c[nH]c2ccccc12)c1nnc2n1CCCCC2)c1ccccc1 (stereo not drawn) | -0.2 | 5 | 99 | 0.8 | -1.3 | -1 | -2 | 0 | 17 | -3
O=C(Cc1ccccc1)NNc1c2ccccc2nc2ccccc12 | -0.5 | -3 | 100 | -2.7 | 2.4 | 0 | 0 | 18 | 10 | -2
Cc1ccc(-n2nc3c(=O)n(CC(=O)NCCc4ccccc4C)nc(C)c3c2C)cc1 | 0.1 | -1 | 101 | 0.1 | -1.4 | -2 | 4 | -4 | -6 | 10
CCOC(=O)c1sc(=S)n(CC)c1NC(=O)C1CC1 | -0.2 | -4 | 88 | 3.8 | -0.8 | 4 | 1 | 9 | 24 | 4
O=C(CSc1nnnn1C1CCCC1)N1CCOCC1 | 0.2 | 4 | 102 | -1.2 | -0.9 | -1 | -1 | 3 | 0 | 7
Cc1cccc(C2c3[nH]c4ccccc4c3CCN2C(=O)c2ocnc2C)n1 (stereo not drawn) | 0.1 | -1 | 100 | -0.1 | -1.9 | 2 | 5 | -3 | 1 | 7
CCC(=O)Nc1c(OC(=O)CC)ccc2c(C)cc(=O)oc12 | 1.9 | 2 | 98 | 1.0 | 0.0 | 2 | -2 | 0 | 8 | 5
Fc1ccc(C(c2nnnn2C2CCCCC2)N2CCCC2)cc1 (stereo not drawn) | 0.3 | -1 | 101 | -2.2 | 0.4 | 2 | -1 | 6 | 4 | -1
O=C(C/C=N/OCc1ccc(Cl)cc1Cl)c1ccc(Cl)cc1 | 0.1 | -2 | 89 | -0.3 | 0.1 | 1 | -2 | -5 | -10 | 9
Cc1c(C2OC(=O)C3(CCCCC3)C(=O)C2(C)C)c(=O)n(-c2ccccc2)n1C (stereo not drawn) | 0.0 | 0 | 94 | 0.6 | -0.3 | 0 | 1 | 13 | -1 | -5
CC(C)c1nc(CNC(=O)CC2C(=O)NCCN2Cc2ccc(F)cc2Cl)cs1 (stereo not drawn) | 0.1 | -2 | 92 | 0.9 | -3.1 | 3 | 0 | 5 | -2 | -9
COc1ccc(C(=O)NCc2n[nH]c(=S)n2-c2ccccc2)cc1OC | -0.2 | 10 | 101 | -1.8 | 0.6 | 1 | -6 | 0 | 2 | -4

3 of the entries above in order of their number in Glyco luc inh, rising.
SMILES	Glyco luc inh
COc1ccc(C(=O)NCc2n[nH]c(=S)n2-c2ccccc2)cc1OC	1
Fc1ccc(C(c2nnnn2C2CCCCC2)N2CCCC2)cc1 (stereo not drawn)	2
CC(C)c1nc(CNC(=O)CC2C(=O)NCCN2Cc2ccc(F)cc2Cl)cs1 (stereo not drawn)	3

(listing goes on)
SMILES | aDG glyco up | m5-HT2A agonist | ABCB6 inh MLPCN | hiPSC survival | MC4R barr agon | Glyco luc inh | Exocytosis inh | MC4R antag cAMP | Cardio protect | ABHD5-PLIN5 inh
CCNC(=O)C1(C)CCN(Cc2cccc(Oc3ccccc3)c2)C1 (stereo not drawn) | 0.7 | -7 | 92 | -0.5 | 0.2 | -4 | 1 | 21 | -16 | -16
Cc1sc2nc(C3CC3)nc(N3CCN(S(=O)(=O)c4ccc(F)cc4)CC3)c2c1C | -0.3 | 11 | 101 | 11 | 6.8 | -6 | 1 | 17 | 5 | -8
COc1ccc(CNc2ncc(-c3ccc(F)cc3)n2C)c2ccccc12 | 0.5 | -7 | 96 | 0.9 | 1.9 | -2 | 1 | 9 | 6 | 6
COc1ccc(-n2c(NCCN(C)C)nc3sc4c(c3c2=O)CCCCC4)cc1 | -0.3 | -2 | 106 | -0.8 | 0.1 | 5 | 6 | 1 | 6 | 0
Cc1cc(C)c(S(=O)(=O)c2ccc(Cl)cc2)c(=O)[nH]1 | -0.1 | 1 | 97 | -0.2 | -1.5 | 0 | -2 | 9 | -2 | 11
Cc1nnc2c(NCCC(C)C)nc3ccccc3n12 | -0.2 | 3 | 99 | 0.7 | -0.8 | 17 | -2 | 0 | 6 | -1
NC(=O)C1CCN(c2nc(-c3ccc(Br)cc3)cs2)CC1 | -0.2 | -6 | 104 | -1.8 | 2.8 | 3 | 1 | -1 | -7 | -3
Cc1cccc(Nc2nc(-c3cccs3)cs2)n1 | -0.2 | -4 | 106 | -1.4 | 0.2 | -6 | -3 | 3 | -24 | -10
N#CCc1c(C#N)c(N)nc(N2CCN(S(=O)(=O)c3ccccc3)CC2)c1C#N | 0.0 | -2 | 101 | 0.5 | -0.8 | 0 | -2 | -12 | 22 | 10
Cn1cnnc1Sc1ccc(C(=O)OCC(=O)NC2CC2)cc1[N+](=O)[O-] | 0.0 | 0 | 91 | -0.9 | -0.7 | 4 | -5 | -1 | 3 | -6
O=C(NC1CCCC1)C(c1ccc(F)cc1)N(Cc1ccc(F)cc1)C(=O)c1ccn[nH]1 (stereo not drawn) | 0.1 | 3 | 97 | -1.2 | 1.1 | 1 | 2 | 10 | -1 | 2
CN(CCc1ccccn1)C(=O)CCC1CCCN(C(=O)c2c(F)ccc(F)c2F)C1 (stereo not drawn) | -0.2 | -2 | 101 | -0.2 | -2.6 | 0 | 1 | -8 | 4 | -2
COc1ccccc1CNC(=O)CSc1ccc(-c2cccc([N+](=O)[O-])c2)nn1 | -0.1 | 1 | 94 | -0.1 | -2.5 | 4 | 0 | 0 | -7 | -2
CCOC(=O)CCNC(=O)N1CCCC(C(=O)c2cccc(Cl)c2)C1 (stereo not drawn) | 0.3 | 0 | 99 | -1.1 | -2.5 | -1 | 4 | 6 | 0 | 4
Cc1ccsc1/C=N/NC(=O)CC(=O)NCC(C)C | -0.2 | 4 | 99 | 0.1 | -1.1 | -1 | 10 | 10 | 3 | 2
O=C(c1ccc2oc(CCCc3ccccc3)nc2c1)N1CCCC(CCCO)C1 (stereo not drawn) | 0.2 | 7 | 95 | 0.5 | -0.6 | -1 | -2 | 13 | -9 | 2
O=C(CSc1cccc[n+]1[O-])c1ccc(Cl)s1 | -0.1 | 4 | 93 | -0.6 | -0.7 | 2 | 1 | -1 | 0 | 2
O=[N+]([O-])c1ccc2ncnc(N3CCN(Cc4ccc5c(c4)OCO5)CC3)c2c1 | 0.8 | 31* | 101 | 1.3 | 0.0 | -13 | -5 | 14 | -17 | 0
C[C@H]1CN([C@@H](C)CO)C(=O)Cc2cc(NC(=O)Cc3ccccc3)ccc2O[C@H]1CN(C)S(=O)(=O)c1cccs1 | -0.3 | 1 | 91 | -0.3 | -0.8 | -1 | -10 | 5 | 20 | 3
CCOC(=O)C1=C(C(F)(F)F)Nc2ncnn2C1c1cc(OC)ccc1OC (stereo not drawn) | 0.0 | -1 | 100 | -0.7 | -3.5 | 3 | ? | 0 | -3 | -4
O=S(=O)(Nc1nccs1)c1ccc(NCc2cc(Br)cc(Br)c2O)cc1 | -0.2 | 0 | 97 | 0.0 | -1.2 | 1 | -2 | 1 | -5 | 2
COc1ccc(OC)c2c(C)cc(N3CCCN(C)CC3)nc12 | 0.1 | -3 | 89 | -1.1 | -1.7 | 4 | -3 | 6 | 3 | 5
CCn1c(SCC(=O)N2CCN(c3ccc(F)cc3)CC2)nnc1-c1ccncc1 | 0.1 | 4 | 94 | -2.2 | -2.0 | 0 | -2 | 7 | 5 | 1
N#CC(c1ccc(F)cc1)c1ccc(C(=O)c2ccc(F)cc2)cc1 (stereo not drawn) | 1.3 | 14* | 100 | 1.7 | -0.1 | -6 | 0 | -2 | -20 | 0
C=CCSc1nc(C)c(CC(=O)OCCCC)c(=O)[nH]1 | 0.0 | -1 | 103 | -0.8 | -2.3 | 2 | 0 | 0 | 14 | 4
O=C(CNC(=O)C1CCCCC1)Nc1cc(Cl)ccc1Cl | 1.2 | 3 | 106 | 1.6 | 1.3 | -2 | -2 | -8 | 6 | 16
COc1ccc(NC(=O)C2(C)CCN2C(=O)CC2CCCC2)cc1OC (stereo not drawn) | 0.0 | -1 | 101 | 1.2 | 0.0 | -3 | -1 | 1 | -3 | 0
COC(=O)c1[nH]c2ccc(C)cc2c1NC(=O)CCN1CCN(Cc2ccc3c(c2)OCO3)CC1 | 0.0 | -1 | 97 | 3.1 | 0.5 | -2 | -5 | 3 | 2 | -4
O=[N+]([O-])c1ccc(-c2csc(COc3ccccc3)n2)cc1 | 0.2 | 3 | 95 | -1.1 | 4.2 | 0 | -11 | -6 | -8 | -6
CC(C)CCn1cnc2c(sc3nc4c(cc32)CSC(C)(C)C4)c1=O | 0.6 | 2 | 97 | -1.8 | -1.8 | -17 | -4 | 8 | -6 | 2
CC1(C)CC(=O)C=C(NCCc2c[nH]c3ccccc23)C1 | 0.0 | -2 | 104 | -0.6 | -0.9 | -4 | 1 | 6 | 3 | 1
COc1ccc(/C=C(\C#N)C(=O)N=CN(C)C)cc1 | -0.4 | 4 | 98 | 0.4 | -0.3 | 3 | 1 | 11 | -4 | 4
Cc1cc2cc(CNC(=O)C(C)Oc3ccccc3)ccc2n1C (stereo not drawn) | -0.1 | 4 | 124 | -0.5 | -2.3 | -4 | -2 | -1 | 10 | 6
CCCCS(=O)CC(COc1ccc(Cl)cc1)OC(=O)c1ccccc1 (stereo not drawn) | 0.6 | -1 | 93 | -2.6 | 0.7 | 0 | 1 | 13 | -7 | 0
CC(C)(C)C(=O)CSc1nnc(-c2cccs2)n1CC1CCCO1 (stereo not drawn) | -0.2 | 6 | 93 | 8.0 | -1.9 | 0 | 2 | 2 | 3 | 0
COC(=O)c1cc(Br)c(=O)n(CCN2CCCC2)c1 | -0.2 | -1 | 89 | 0.1 | -1.9 | 2 | -1 | 6 | -1 | -2
